# Sm TGR inh: inhibitors of Schistosoma mansoni thioredoxin glutathione reductase. Q962Y6. purified TGR, DTNB reduction, TNB absorbance 405 nm. Potency, µM (top dose mostly 114 µM), without a hit: at the top dose activity change, negative = inhibition, hits mostly inhibitors. actives 3% (n = 360,000). AID 485364; further: potency means the concentration at half of the fitted maximal effect; on the % scale 0 is the no-effect control and ±100 the full control effect; nearly all actives have a fitted effect of over 60% in size
#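 First, TGR (20 nM dispensed) and NADPH were mixed with compound. Second, a 15 min room-temperature incubation followed. Third, further NADPH and then DTNB were added to start the reaction. Finally, TNB absorbance was monitored kinetically.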
# Pf growth 48h: P. falciparum growth inhibition at 48 hours (one generation); actives 5.9% (n = 310,000); P. falciparum luciferase growth in erythrocytes, 48 h; Potency, µM (highest dose often 28.7 µM), without a hit: top-dose activity change, negative = inhibition, hits mostly inhibitors; AID 504832; further: potency means the concentration at half of the fitted maximal effect; on the % scale 0 is the no-effect control and ±100 the full control effect
#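 Luminescence readout; reporter = integrated firefly luciferase in P. falciparum. RBC culture at 2% hematocrit, 0.1% parasitemia final, 37 C/5% CO2; decreased signal taken as growth inhibition.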
# Shiga inhibitor: blocks Shiga toxin action in Vero cells. actives 9.2% (n = 290,000). Vero cells, Shiga toxin protein synthesis inhibition reporter. inhibition, % at 38.7 µM; in the data active means inhibition mostly above about 28%, no sharp cut-off; inactive means mostly below about 43%; further: 0% is about no effect
# Giardia FBPA inh: inhibitors of Giardia lamblia fructose-1,6-bisphosphate aldolase; A8B2U2; purified Giardia FBPA; Potency, µM (top dose mostly 59.6 µM), for inactives: at the top dose activity, negative = inhibition, hits mostly inhibitors; actives 0.71% (n = 290,000); AID 2451; further: potency means the concentration at half of the fitted maximal effect; on the % scale 0 is the no-effect control and ±100 the full control effect; nearly all actives have a fitted effect of over 55% in size
# Target sequence (A8B2U2 whole entry, looked up): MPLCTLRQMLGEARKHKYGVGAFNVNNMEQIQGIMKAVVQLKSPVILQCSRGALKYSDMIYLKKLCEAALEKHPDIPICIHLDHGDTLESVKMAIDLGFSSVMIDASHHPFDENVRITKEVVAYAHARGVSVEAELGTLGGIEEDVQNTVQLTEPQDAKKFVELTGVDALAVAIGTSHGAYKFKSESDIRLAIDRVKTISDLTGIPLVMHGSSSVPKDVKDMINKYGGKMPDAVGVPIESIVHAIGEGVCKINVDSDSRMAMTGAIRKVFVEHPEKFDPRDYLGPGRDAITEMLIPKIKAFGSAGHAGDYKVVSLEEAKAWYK
#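 40 nM FBPA preincubated 10 min at RT with compound (up to 57.5 uM final), then substrate plus GAPDH/TPI/NAD/arsenate coupling and diaphorase/resazurin added. Fluorescence read after 20 min at RT, 525/598 nm.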
# Pf growth 96h: P. falciparum growth inhibition at 96 hours; P. falciparum luciferase reporter growth, 96 h; Potency, µM (titrated, usually from 28.7 µM), without a hit: top-dose activity change, negative = inhibition, actives largely listed as inhibitors; actives 6.9% (n = 320,000); AID 504834; further: potency means the concentration at half of the fitted maximal effect; on the % scale 0 is the no-effect control and ±100 the full control effect
#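 Parasite growth measured via integrated firefly luciferase reporter in P. falciparum. Infected erythrocytes at 2% hematocrit, 0.05% parasitemia final were treated 96 hours at 37 C under 5% CO2, and luminescence was read.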
# CHX counter: counter-screen hit for Shiga toxin inhibitors, cycloheximide | cell reporter, cycloheximide protein synthesis inhibition counterscreen | actives 12% (n = 300,000) | max response, % | AID 2314; in the data active means max response mostly above about 13%, no sharp cut-off; inactive means mostly below about 14%; further: read at 38.3 µM for the half of the compounds with a filed dose; 0% is about no effect
# * marks the source's active call; other numbers are inactive results; ? = inconclusive; nt = no result given; [ ] = remark or other dose. Unless noted, the call rests on the fitted dose curve; in most records, active means well fitted curve in the direction sought with a large enough effect; inconclusive means small, poorly fitted or top-dose-only effect, or another doubt; inactive means no such curve, though single readings can be large; an effect the other way counts as inactive or inconclusive. This is a random part of the collection. Share with any hit: about 24%.
SMILES,Sm TGR inh,Pf growth 48h,Shiga inhibitor,Giardia FBPA inh,Pf growth 96h,CHX counter
Cc1cc(C(=O)CCC(=O)NCc2ccccc2F)c(C)s1,-5%,4%,nt,nt,41%[activator],nt
Cc1cc2cc(C)c(NCCNC(=O)c3ccccc3)nc2cc1C,nt,?,-4,9%,-15%,-4
Cn1c(N2CCN(C(=O)NCc3ccccc3)CC2)nc2ccccc21,0%,-1%,-9,1%,-7%[5.75 µM],-2
CCCCCCOc1ccc(N2C(=O)CC(SC(=NCC)NCC)C2=O)cc1 (configuration not stated),-1%,-3%,8,7%,0%,-1
CCn1cc(-c2cc(C(=O)O)c3ccccc3n2)cn1,7%,153%[activator],-24,-20%,-66%,-8
CCc1c(C)nc(N)nc1N1N=C1SCCOc1ccccc1,-1%,-5%,17,10%,?,7
O=C(/C=C/c1ccc2c(c1)OCO2)c1ccco1,-26%,34%[activator],29*,-2%,6.6µM*,17*
O=C1NC(=O)C2(Cc3ccccc3N3CCCC32)C(=O)N1Cc1ccccc1 (configuration not stated),?,?,-7,-5%,-5%,-3
C=C(C)C1CC=C(CN2CCC(O)CC2)CC1 (configuration not stated),-24%,nt,-11,-11%,13%,-5
CC(c1ccc(Cl)cc1)n1c(-c2ccc3ccccc3n2)n[nH]c1=S (configuration not stated),-22%,-4%,-16,4%,-1%,-1
Cc1cc(C)c(NS(=O)(=O)c2ccc(NC(=O)/C=C/C(=O)O)cc2)c(C)c1,4%,?,16,11%,-1%,6
CCOC(=O)N1CCN(S(=O)(=O)c2ccc(C)cc2)C1,12%,7%,-7,-1%,7%,-3
Cc1nc(NC2=NCN(Cc3cccnc3)CN2)nc2ccccc12,-28%,0%,-11,5%,?,-7
CCCCN(C)C(=O)c1nc2ccccn2c1CNCCCn1nnc2ccccc21,?,?,13,0%,?,-3
OC(COc1ccccc1)Cn1c2ccccc2c2ccccc21 (configuration not stated),10%,?,1,-5%,196%[activator],10
C=CCOC(=O)C1=C(C)N=c2s/c(=C3\C(=O)N(CC(=O)O)c4ccccc43)c(=O)n2C1c1ccc(OC)cc1 (configuration not stated),18µM*,0%,18,-8%,32%[activator],-2
O=C(Cc1cccc2ccccc12)Nc1ccc2c(c1)C(=O)NC2=O,-2%,0%,14,0%,-42%[1.15 µM],-5
CC(C)Cn1c(CN(C)Cc2ccccc2)nc2c1c(=O)n(C)c(=O)n2C,5%,-15%,-8,2%,-28%,-4
O=C(CN(c1ccccc1)S(=O)(=O)c1ccccc1)NCCSc1ccccn1,5%,-24%,14,0%,0%,-2
CN(C)/C=N/C(=S)Nc1ccc(F)cc1,22%,23%,38*,-14%,38%[activator],25*
CCCOC(=O)c1ccc(Cl)c(NC(=O)c2ccc(-c3ccccc3)cc2)c1,-4%,17%,10,-2%,53%[activator],0
CCc1cccc2c(C(=O)CSc3nncn3C)c[nH]c12,5%,0%,37,-4%,24%,16
N#C/C(=C/c1ccco1)c1nc2ccccc2s1,-3%,32%[activator],119*,-3%,-12%,94*
CSc1sc(C(=O)NC(=O)NCc2ccncc2)c(C)c1-c1ccon1,2%,0%,-10,10%,-10%,4
c1ccc(N2CCN(c3nc(-c4ccccn4)nc4ccccc34)CC2)cc1,6%,1.9µM*,-18,10%,2.9µM*,1

# Given with values under each structure: part of the list above
# The line under a structure holds: Sm TGR inh | Pf growth 48h | Shiga inhibitor | Giardia FBPA inh | Pf growth 96h | CHX counter
> O=C1NC(=O)C2(Cc3ccccc3N3CCCC32)C(=O)N1Cc1ccccc1 (configuration not stated)
  ? | ? | -7 | -5% | -5% | -3
> C=C(C)C1CC=C(CN2CCC(O)CC2)CC1 (configuration not stated)
  -24% | nt | -11 | -11% | 13% | -5

# Following part.
SMILES,Sm TGR inh,Pf growth 48h,Shiga inhibitor,Giardia FBPA inh,Pf growth 96h,CHX counter
Cc1ccc(Cn2c(=N)n(CC(=O)c3ccccc3)c3ccccc32)cc1,nt,?,11,-5%,39%[activator],-4
NS(=O)(=O)c1ccc(CCNC(=O)CSc2nc3ccsc3c(=O)n2CCCCC(=O)O)cc1,-9%,25%,0,2%,8%,-1
COc1ccc(-n2c(Cc3cccn3C)nnc2SCC(=O)Nc2cccc(F)c2)cc1,?,8.3µM*,11,0%,?,15
Cc1cccc(C)c1OCCCn1c(CCNC(=O)C2CCCCC2)nc2ccccc21,14%,nt,-2,nt,nt,-5
COc1ccc(NC(=O)c2sc3nc(C)nc(N4CCN(c5ccccn5)CC4)c3c2C)cc1Cl,0%,1.9µM*,-5,5%,-23%,-8
Cc1cc(C)c(S(=O)(=O)N2CCOC2CNC(=O)C(=O)NCc2cccnc2)c(C)c1 (configuration not stated),-11%,-3%,-16,4%,?,-3
COC(=O)c1ccc(C)c(-n2c(=O)n(Cc3ccccc3)c(=O)c3[nH]cnc32)c1,-2%,?,1,?,0%,-5
COc1ccccc1CN1Cc2cccc3c2[C@@H](CC1=O)[C@H](O)[C@H](O)C3,-19%,17%,nt,nt,19%,nt
O=C1CCCCC(=O)c2ccccc2N1,30%,?,11,2%,279%[activator],-2
CCOC(=O)N1CCN(C(=O)COc2cccc3c2CCN(Cc2ccc(F)cc2)C3=O)CC1,-9%,-27%,10,2%,?,0
Cc1cccc(CN2CCC(Oc3ccc(C(=O)N4CCCCC4)cc3)CC2)c1,2%,?,5,nt,9.3µM*,-1
O=[N+]([O-])c1ccc2[nH]c(O)c(N=NC(=S)NCC3CCCO3)c2c1 (configuration not stated),6%,14%,5,-19%,10%,1
O=C(CN1CCSc2ccccc21)NCCCc1ccccc1,-14%,85%[activator],86*,0%,?,37*
COC(=O)c1[nH]c2cccc(OC)c2c1NC(=O)CN1CCOCC1,1%,6%,6,4%,-5%,-3
Cn1c(=O)c(C(=O)Nc2cnccn2)c(O)c2ccccc21,-2%,23%,27,-1%,?,18
O=C(NC1CC2CCC(C1)N2C(=O)NCc1ccccc1)NC12CC3CC(CC(C3)C1)C2 (configuration not stated),27%,?,9,5%,-11%,-1
OCc1nc2ccccc2n1CC(O)COc1ccccc1 (configuration not stated),-4%,14%,6,-8%,19%,-2
O=C(Cn1cnc2c(cnn2-c2ccc(F)cc2)c1=O)OCc1ccccc1,1%,nt,-9,2%,-19%,3
COc1ccc([C@@H]2[C@@H]3C(=O)N(C(C)(C)C)C(=O)[C@@H]3[C@]3(Cc4ccccc4)C(=O)N(c4cccc(Cl)c4)C(=O)N23)cc1,3%,6.6µM*,nt,nt,9.3µM*,nt
CCCCn1nc(-c2ccccc2)c2nc3ccccc3nc21,?,55%[activator],8,-3%,51%[activator],8
CCCc1c(C)[nH]c2ccc(NC(C)=O)cc2c1=O,0%,66%[activator],-9,0%,85%[activator],2
O=C(C1=NN[C@@H]2C(=O)N(Cc3ccccc3)C(=O)[C@H]12)c1ccc(F)cc1,-4%,8%,-6,1%,37%[activator],-3
Cc1ccc(C)n1-n1cnc2sc3c(c2c1=O)CCC3,-29%,-12%,-2,3%,nt,-4
COc1ccc(N(C)C(=O)c2cc3c(s2)-c2ccccc2S(=O)(=O)C3)cc1,3%,2.9µM*,3,2%,?,8
COc1ccc(C)cc1NC(=O)C(Sc1nnc(Nc2ccccc2F)s1)c1ccccc1 (configuration not stated),-1%,-13%,-6,0%,0%,11*

# Part of the list above, with bars between the fields.
canonical_smiles | Sm TGR inh | Pf growth 48h | Shiga inhibitor | Giardia FBPA inh | Pf growth 96h | CHX counter
Cc1cc(C)c(S(=O)(=O)N2CCOC2CNC(=O)C(=O)NCc2cccnc2)c(C)c1 (configuration not stated) | -11% | -3% | -16 | 4% | ? | -3
COC(=O)c1ccc(C)c(-n2c(=O)n(Cc3ccccc3)c(=O)c3[nH]cnc32)c1 | -2% | ? | 1 | ? | 0% | -5
COc1ccccc1CN1Cc2cccc3c2[C@@H](CC1=O)[C@H](O)[C@H](O)C3 | -19% | 17% | nt | nt | 19% | nt
O=C1CCCCC(=O)c2ccccc2N1 | 30% | ? | 11 | 2% | 279%[activator] | -2
CCOC(=O)N1CCN(C(=O)COc2cccc3c2CCN(Cc2ccc(F)cc2)C3=O)CC1 | -9% | -27% | 10 | 2% | ? | 0
Cc1cccc(CN2CCC(Oc3ccc(C(=O)N4CCCCC4)cc3)CC2)c1 | 2% | ? | 5 | nt | 9.3µM* | -1
O=[N+]([O-])c1ccc2[nH]c(O)c(N=NC(=S)NCC3CCCO3)c2c1 (configuration not stated) | 6% | 14% | 5 | -19% | 10% | 1
O=C(CN1CCSc2ccccc21)NCCCc1ccccc1 | -14% | 85%[activator] | 86* | 0% | ? | 37*
COC(=O)c1[nH]c2cccc(OC)c2c1NC(=O)CN1CCOCC1 | 1% | 6% | 6 | 4% | -5% | -3
Cn1c(=O)c(C(=O)Nc2cnccn2)c(O)c2ccccc21 | -2% | 23% | 27 | -1% | ? | 18
O=C(NC1CC2CCC(C1)N2C(=O)NCc1ccccc1)NC12CC3CC(CC(C3)C1)C2 (configuration not stated) | 27% | ? | 9 | 5% | -11% | -1
OCc1nc2ccccc2n1CC(O)COc1ccccc1 (configuration not stated) | -4% | 14% | 6 | -8% | 19% | -2
O=C(Cn1cnc2c(cnn2-c2ccc(F)cc2)c1=O)OCc1ccccc1 | 1% | nt | -9 | 2% | -19% | 3
COc1ccc([C@@H]2[C@@H]3C(=O)N(C(C)(C)C)C(=O)[C@@H]3[C@]3(Cc4ccccc4)C(=O)N(c4cccc(Cl)c4)C(=O)N23)cc1 | 3% | 6.6µM* | nt | nt | 9.3µM* | nt
CCCCn1nc(-c2ccccc2)c2nc3ccccc3nc21 | ? | 55%[activator] | 8 | -3% | 51%[activator] | 8
CCCc1c(C)[nH]c2ccc(NC(C)=O)cc2c1=O | 0% | 66%[activator] | -9 | 0% | 85%[activator] | 2
O=C(C1=NN[C@@H]2C(=O)N(Cc3ccccc3)C(=O)[C@H]12)c1ccc(F)cc1 | -4% | 8% | -6 | 1% | 37%[activator] | -3
Cc1ccc(C)n1-n1cnc2sc3c(c2c1=O)CCC3 | -29% | -12% | -2 | 3% | nt | -4

# (more compounds)
SMILES,Sm TGR inh,Pf growth 48h,Shiga inhibitor,Giardia FBPA inh,Pf growth 96h,CHX counter
CSc1ccccc1NC(=O)c1cccc(S(=O)(=O)N2CCN(C)CC2)c1,-3%,29%,32*,nt,?,37*
CC(C)(C)c1ccc(OC(=O)c2cccnc2)cc1,-16%,-15%,20,5%,?,18*
CCCn1nnc(NC(=O)COc2ccc(CC)cc2)n1,-17%,6%,4,0%,5%,4
Cc1cc[n+](-c2[nH]c(=O)sc2/C=N/N=C(\[O-])c2ccncc2)cc1,4%,13%,-4,nt,?,-7
O=C(NCc1ccco1)c1cnc2sccn2c1=O,?,25%,5,3%,17%,-3
Cc1cccc(N2CCN(S(=O)(=O)c3ccc4[nH]c(=O)c(=O)[nH]c4c3)CC2C)c1 (configuration not stated),3%,nt,-16,9%,?,-2
CNS(=O)(=O)c1ccc(N=Cc2c(O)n(-c3cccc(C)c3)c(=O)[nH]c2=O)cc1,4%,11%,-18,-2%,7%,-1
CC(=O)N/C(N)=N/c1nc(=O)c2ccccc2s1,-4%,167%[activator],55*,-7%,?,35*
COC(=O)c1c(NS(=O)(=O)c2ccccc2)csc1C,12%,31%[activator],-4,?,12%,-1
CC(C)CCOc1ccc(C(CC(N)=O)C(=O)O)cc1 (configuration not stated),6%,nt,-18,3%,-6%,-7
COc1ccc(-c2nn(-c3ccccc3)cc2CNCCN2CCOC2=O)c(F)c1,0%[57.1 µM],-19%,-10,1%,-25%,10

# Screens as filed in PubChem.
